Screening results as filed in PubChem BioAssay.
Cardiac RTF inh – cardiac RTF calcium desensitization. inhibition, % at 7.15 µM. IANBD-labeled cardiac RTF, Ca2+ fluorescence. AID 493244. 0.12% of 340,000 active;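 active means inhibition above the mean inhibition of all tested compounds plus 3 SD, cut at about 17% in these data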;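 further: assay run at fixed EC70 calcium of 1.6 mM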
NSD2 HMT inh – inhibitors of human histone methyltransferase NSD2; AID 743445; inhibition, % at 12.5 µM; NSD2 peptide methylation, AlphaScreen, 120 min; 0.54% of 310,000 active; in the data active means inhibition above about 50%
DAGLB inhibitor – diacylglycerol lipase beta (human) inhibition; HEK293T DAGLB membrane lysate, EnzChek fluorogenic substrate; Q8NCG7; 0.059% of 340,000 active; inhibition, % at 5.17 µM; in the data active means inhibition above about 34%;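 further: 0% = enzyme with vehicle and 100% = wells lacking enzyme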
CAL PDZ FP-1 – inhibitors of human CAL PDZ peptide binding; purified CAL PDZ, TMR-peptide fluorescence polarization, 1 h; inhibition, % at 20 µM; 0.02% of 330,000 active; Q9HD26; AID 504414;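 active means highest replicate inhibition of at least 40%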;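 further: plate controls were DMSO neutral control wells for no effect and unlabeled competitor peptide control wells for full effect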
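material = purified tagged CAL PDZ domain construct (CerCALP) | compound dosing = 20 µM, one dose | times = 1 h at RT | measured by = fluorescence polarization from S- and P-plane intensities, G-factor corrected | read-out = inhibition from polarization loss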
Arr AP2 block – inhibitors of human beta-arrestin and AP2 interaction; FITC-arrestin peptide / GST-AP2 beads, flow cytometry; AP2 beta2 appendage carries R879A mutation; inhibition, % at 10 µM; 0.31% of 340,000 active; AID 504490;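 active means inhibition above a set limit, near 3 SD of compounds lacking own fluorescence, cut at about 54% in these data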;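 further: plate controls were DMSO wells for no effect and 5 µM unlabelled arrestin peptide for full effect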
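Material – GST-tagged AP2 beta2-adaptin appendage (R879A) on 4 µm glutathione beads · Probe or stimulus – fluorescein-tagged arrestin peptide at 50 nM final · Timing – 12 min plus 1 h, RT · Detection – bead flow cytometry, FITC channel · Read-out basis – inhibition as reduced fluorescein signal on beads, percent · Medium – PBS plus Tween 20 (0.05%) and BSA (0.1%)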
Keap1 Nrf2 FP – disrupts human Keap1 binding to Nrf2 peptide. AID 504523. Keap1 Kelch-Nrf2 peptide fluorescence polarization, 1536-well. inhibition, % at 9.4 µM. 0.15% of 340,000 active. Q14145; in the data active means inhibition above about 12%;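 further: human Keap1 Kelch domain with fluorescein labeled Nrf2 9mer peptide probe; 0% = neutral control wells and 100% = peptide positive control; higher means more block of Keap1 binding to Nrf2 peptide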
Pemphigus Ab inh – human desmoglein-3 autoantibody binding inhibition | AID 588358 | DSG3-coupled beads, scFv-anti-DSG3-GFP binding, flow cytometry; hits give low values | 0.48% of 310,000 active | P32926 | binding (percent of control), % at 10 µM;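 active means binding more than 3 SD below its plate's average and above zero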;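 further: hits lower antibody fragment binding to DSG3; some compounds called inactive have numbers as strong as hits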
Target sequence (P32926 whole entry, looked up, the tested form may be a part): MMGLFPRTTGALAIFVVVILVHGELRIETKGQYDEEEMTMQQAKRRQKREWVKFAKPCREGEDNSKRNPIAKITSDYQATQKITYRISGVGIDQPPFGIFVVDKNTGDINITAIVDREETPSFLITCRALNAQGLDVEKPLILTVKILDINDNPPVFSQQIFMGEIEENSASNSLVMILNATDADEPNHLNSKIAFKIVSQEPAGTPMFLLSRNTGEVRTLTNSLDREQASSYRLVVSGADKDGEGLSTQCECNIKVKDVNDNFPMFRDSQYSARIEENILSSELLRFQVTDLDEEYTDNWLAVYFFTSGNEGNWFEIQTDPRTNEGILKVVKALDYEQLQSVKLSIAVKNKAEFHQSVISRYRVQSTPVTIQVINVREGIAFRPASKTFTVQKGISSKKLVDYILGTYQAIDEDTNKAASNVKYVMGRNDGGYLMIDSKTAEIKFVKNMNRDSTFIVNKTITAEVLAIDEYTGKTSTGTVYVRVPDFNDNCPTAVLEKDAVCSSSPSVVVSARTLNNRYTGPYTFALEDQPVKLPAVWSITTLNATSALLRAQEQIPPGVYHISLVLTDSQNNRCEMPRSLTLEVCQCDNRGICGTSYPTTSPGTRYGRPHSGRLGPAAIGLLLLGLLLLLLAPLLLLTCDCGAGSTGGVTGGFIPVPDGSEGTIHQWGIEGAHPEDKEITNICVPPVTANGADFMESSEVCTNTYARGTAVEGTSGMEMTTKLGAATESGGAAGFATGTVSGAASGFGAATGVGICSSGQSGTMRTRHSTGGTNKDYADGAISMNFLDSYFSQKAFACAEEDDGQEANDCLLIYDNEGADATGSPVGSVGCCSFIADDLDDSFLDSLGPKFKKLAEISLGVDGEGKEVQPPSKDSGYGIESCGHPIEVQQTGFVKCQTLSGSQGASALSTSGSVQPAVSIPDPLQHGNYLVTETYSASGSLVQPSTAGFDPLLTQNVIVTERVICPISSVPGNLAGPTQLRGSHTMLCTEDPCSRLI
V-ATPase pHluor – regulators of yeast V-ATPase proton transport. S. cerevisiae, pHLuorin cytosolic pH fluorescence. 0.37% of 350,000 active. response, % at 10 µM; in the data active means response mostly above about 7.3%, no sharp cut-off; inactive means mostly below about 5.4%; further: actives read high; inactives centre near 0; some compounds called inactive have numbers as strong as hits; reference of the scale not given here
LANA DNA inh – inhibitors of KSHV LANA C-terminal domain DNA binding; MBP-C-LANA/FAM-LBS DNA binding, fluorescence polarization; inhibition, % at 9 µM; 0.078% of 340,000 active; AID 504423;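 active means highest replicate inhibition at or above 60% at 9 µM, even if other replicates fall short; inactive means all replicates below 60% inhibition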;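 further: 0% = neutral control wells and 100% = 4 µM acridine orange control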
CAL PDZ FP-2 – CAL PDZ (human) peptide binding inhibition; purified CAL PDZ, TMR-peptide fluorescence polarization, 1 h; inhibition, % at 24.9 µM; 0.92% of 300,000 active; AID 602252;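 active means mean inhibition of at least 30% with at least half of replicates also reaching 30%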;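 further: 0% = DMSO neutral control and 100% = excess unlabeled competitor peptide PRC23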
* marks the source's active call; other numbers are inactive results; nt = not tested or not shown. These rows are one share of the data; count on the stated rates, not on these rows.

Below each compound – Cardiac RTF inh	NSD2 HMT inh	DAGLB inhibitor	CAL PDZ FP-1	Arr AP2 block	Keap1 Nrf2 FP	Pemphigus Ab inh	V-ATPase pHluor	LANA DNA inh	CAL PDZ FP-2
Cc1ccc(C(=O)NC(C)c2ccccc2)o1 (stereo not given)
  -6.1	3.5	-3.3	-0.2	3.7	3.0	102.5	4.8	0.8	nt
CCc1ccc(-c2nc(CCl)cs2)cc1
  3.9	-0.1	-5.3	-2.0	0.1	5.0	100.3	2.1	0.8	-2.0
COc1ccccc1NC(=O)Nc1nc(CC(=O)N2CCN(c3ccc(F)cc3)CC2)cs1
  -0.3	-0.2	1.7	-2.9	-14.2	5.3	105.3	0.3	0.9	-3.2
CC(=O)Nc1ccc(NC(=O)CSc2ccc3nnc(CCNS(=O)(=O)c4ccc(C)cc4)n3n2)cc1
  2.1	-1.3	1.2	-0.8	-1.3	-9.1	89.4	-2.7	1.0	nt
CC(=O)c1cccc(Nc2nc(-c3sc(N)nc3C)cs2)c1
  -0.7	11.1	0.5	12.0	9.9	2.4	96.3	8.0	-1.2	1.1
Cc1csc2nc(COC(=O)CNC(=O)c3ccc(Cl)cc3)cc(=O)n12
  3.8	-1.1	-0.5	-0.5	6.0	-2.3	95.5	0.5	-1.6	-2.3
COc1nccnc1NS(=O)(=O)c1ccc(N=Cc2c(C)[nH]n(-c3ccc(C)c(C)c3)c2=O)cc1
  -2.1	6.6	0.4	-2.8	-0.6	-2.3	101.7	-0.1	2.2	-4.4
CCOCC(=O)Nc1nnc(SCCOC)s1
  -0.1	-1.2	2.8	-0.5	3.7	-0.3	99.1	4.3	-1.7	1.4
Cc1ccc2c(c1)-c1[nH]c(=S)ncc1CS2
  -6.5	1.5	-2.1	-1.3	-18.3	-3.2	97.1	-1.1	0.8	nt
CS(=O)(=O)c1ccc2nc(NC(=O)c3cccc(NS(=O)(=O)c4ccc(F)c(F)c4)c3)sc2c1
  -16.3	-4.0	6.1	-2.4	11.6	-2.0	nt	-5.9	4.0	-3.0
C=CCc1ccc(OCC(O)COCC)c(OC)c1 (stereo not given)
  4.1	1.0	0.3	-0.8	-2.6	0.9	101.9	1.0	15.1	-1.2
COc1ccc(OC)c(NC(=O)CCNC(=O)Cn2cnc3ccccc3c2=O)c1
  1.4	44.3	1.3	-1.4	-1.9	2.7	116.5	-6.5	1.5	-1.3
CCOC(=O)c1ccc(NC(=S)N2CCN(Cc3ccccc3)CC2)cc1
  1.4	-1.9	-2.1	0.1	7.9	-6.4	98.1	-0.8	-0.1	-1.9
CC1(C)CC(=O)N(CC(=O)NCc2ccc(F)cc2)c2ccccc2S1(=O)=O
  2.4	nt	12.8	1.1	3.7	-2.8	108.5	2.4	5.1	0.3
O=C(COC(=O)/C=C/c1ccc([N+](=O)[O-])cc1)Nc1ccc(F)cc1
  8.1	nt	0.5	-0.6	1.2	2.4	99.1	0.9	0.1	nt
O=C(NNC(=O)c1ccc(NC(=O)c2ccccc2)cc1)c1ccccc1
  nt	-11.4	nt	-1.0	-5.5	-2.1	109.5	-0.6	-1.1	1.5
Cc1ccccc1/C=C1\SC(=S)N(/N=C/c2cc([N+](=O)[O-])ccc2O)C1=O
  -1.9	1.5	9.1	-0.6	11.3	-7.2	88.5	-1.2	0.0	-2.1
O=C1CC/C=C\C[C@@H](CC(=O)N(CCO)Cc2ccccc2)C(=O)NCCO1
  7.6	nt	2.4	-1.5	nt	-4.4	102.4	-0.7	0.5	-2.4
CN1CCN(NC(=O)/C=C/c2ccc(Br)cc2)CC1
  -3.0	0.1	-0.6	-1.3	2.1	5.6	94.8	0.5	-0.3	4.8
CCOC(=O)C(=O)Cc1nc(OCc2ccccc2)cc(OCc2ccccc2)n1
  -0.3	-0.3	-3.4	0.2	22.5	-1.5	94.7	-0.8	1.2	0.3
Cc1cccc(Nc2c([N+](=O)[O-])cc(C(=O)N3CC(=O)Nc4ccccc43)cc2[N+](=O)[O-])c1
  9.7	4.9	18.4	1.2	22.6	1.4	97.3	0.1	-1.3	nt
O=C(Nc1ccc(S(=O)(=O)N2CCc3ccccc32)cc1)c1ccc2c(c1)OCO2
  2.7	-0.2	-6.6	-2.0	3.2	2.3	101.6	-0.6	0.4	0.0
CCN(CC)c1ccc(NC(=O)Nc2ccccc2)cc1
  -4.4	12.3	-7.1	-1.3	18.6	0.2	98.8	-4.5	3.0	-0.5
C/C(=N\NC(=O)CNc1cccc(Cl)c1C)c1cccs1
  -3.4	-0.4	-2.5	-0.1	23.8	-0.2	102.8	-2.0	1.0	-0.8
CCN1C(=O)C(C(=O)c2ccccc2)SC1=S (stereo not given)
  -11.6	0.7	-0.9	-6.6	-7.4	-3.6	97.9	-2.7	-1.0	0.7
CCOC(=O)C1CCCN(C(=O)c2ccc(CS(=O)(=O)c3ccc(C)cc3)o2)C1 (stereo not given)
  -7.4	nt	2.3	-0.6	22.7	4.9	109.8	2.2	1.7	-6.7
COc1ccc(C(=O)NCc2nnc(SCC(=O)N3CCCc4ccccc43)o2)cc1OC
  -5.6	-2.5	2.0	-2.0	1.4	-4.2	77.5	3.4	-0.9	-1.4
Cc1ccccc1CN(C)CCS(=O)(=O)c1cc(Cl)ccc1Cl
  -16.1	3.5	-8.1	-1.1	-17.7	-2.3	112.7	3.8	-0.4	-5.8
COc1ccc(N2C(=O)C3ON(C4SC(=S)N(C)C4(C)C)C(c4ccc(Cl)cc4)C3C2=O)cc1 (stereo not given)
  -1.9	-0.8	0.9	-0.4	15.5	0.0	100.8	-2.9	3.1	-3.2
CCCCNC(=O)CCn1nc(-c2ccc(C)cc2)c2ccccc2c1=O
  -2.6	3.7	-4.5	-1.5	5.5	-2.0	101.9	1.8	1.5	-2.4
CC1CCC/C(=C(\C#N)c2nc(-c3cc4ccccc4oc3=O)cs2)C1 (stereo not given)
  8.6	-1.6	-20.9	-2.4	0.4	-1.1	103.0	-0.4	0.2	0.0
COc1ccc(OC)c(NC(=O)CSc2nnc(CNC(=O)c3ccccc3F)o2)c1
  -2.6	-10.1	35.8*	-0.8	9.2	-0.5	102.8	-2.0	-0.4	-6.2
CCn1nc(C(=O)Nc2nc3ccc(C)cc3s2)c2ccccc2c1=O
  -1.4	-1.1	-2.4	-0.3	8.1	-2.5	103.6	-5.4	-1.4	1.9
Cc1ccc(C(=O)N/C(=C\c2cccs2)C(=O)NCCCn2ccnc2)cc1
  -4.2	-0.5	-1.6	-1.0	-3.3	-10.4	100.4	5.9	-0.8	-0.4
OCC[C@H]1C[C@@H](O)[C@H](O)[C@@]2(Cc3ccccc3CCO2)O1
  -5.8	nt	-1.4	0.0	-1.1	-4.5	103.1	-2.8	0.8	-2.2
Cc1nc2c(sc(=S)n2Cc2ccco2)c(=O)n1CC(=O)Nc1ccccc1Cl
  -8.1	-4.2	2.7	-3.9	1.9	-1.4	106.4	-1.4	0.2	-4.1
COc1ccc(N2CCN(C(=O)COC(=O)c3cnccn3)CC2)cc1
  -5.1	-0.7	3.8	-2.6	0.6	-8.3	93.7	-3.4	0.8	-9.1
CC(=O)Nc1ccc(-c2csc(Nc3ncccn3)n2)cc1
  -22.3	-3.8	-3.0	13.8	-13.0	-5.0	89.1	-2.9	-1.3	-2.3
Cc1cccc(-c2cc(C(=O)N/N=C/c3cccnc3)c3ccccc3n2)c1
  0.9	2.2	-4.2	-3.3	-3.1	-2.0	106.7	-0.9	3.8	nt
Cc1cc(Cl)ccc1C(=O)C1CCCN(C(=O)c2cccnc2C)C1 (stereo not given)
  -4.0	-0.9	-0.4	-2.0	-7.0	-4.9	nt	-4.6	-0.7	-8.2

Reformatted: entries from further up
Molecule	Cardiac RTF inh	NSD2 HMT inh	DAGLB inhibitor	CAL PDZ FP-1	Arr AP2 block	Keap1 Nrf2 FP	Pemphigus Ab inh	V-ATPase pHluor	LANA DNA inh	CAL PDZ FP-2
C/C(=N\NC(=O)CNc1cccc(Cl)c1C)c1cccs1	-3.4	-0.4	-2.5	-0.1	23.8	-0.2	102.8	-2.0	1.0	-0.8
CCn1nc(C(=O)Nc2nc3ccc(C)cc3s2)c2ccccc2c1=O	-1.4	-1.1	-2.4	-0.3	8.1	-2.5	103.6	-5.4	-1.4	1.9
COc1ccc(N2C(=O)C3ON(C4SC(=S)N(C)C4(C)C)C(c4ccc(Cl)cc4)C3C2=O)cc1 (stereo not given)	-1.9	-0.8	0.9	-0.4	15.5	0.0	100.8	-2.9	3.1	-3.2

More results
Below each compound – Cardiac RTF inh	NSD2 HMT inh	DAGLB inhibitor	CAL PDZ FP-1	Arr AP2 block	Keap1 Nrf2 FP	Pemphigus Ab inh	V-ATPase pHluor	LANA DNA inh	CAL PDZ FP-2
c1ccc(Oc2cccc(OCCCn3cncn3)c2)cc1
  2.4	-2.6	-2.3	-0.9	0.1	-5.6	nt	-3.5	0.2	-3.9
CCOC(=O)N1CCC(NCCNC(=O)c2cccc(F)c2)CC1
  0.2	nt	-2.7	-2.1	3.7	-3.7	104.9	0.8	3.0	2.5
Cc1ccc(NC(=O)c2ccc([N+](=O)[O-])o2)cc1C
  5.8	2.2	-5.7	0.4	2.8	5.9	88.1	1.6	0.8	-2.4
CCN1CCc2c(C#N)c(N3CCCCC3)nc(NCc3ccccc3)c2C1
  8.3	-1.5	-0.7	-1.0	25.3	1.3	102.7	2.0	1.9	-1.2
Cc1nc2ccc(NC(=O)N(C(C)C)C(C)C)cc2s1
  -4.5	19.7	1.4	-1.1	-5.5	-2.8	nt	0.2	0.3	-1.8
Cc1ccc(-c2nn3c(C)nnc3c3ccccc23)cc1S(=O)(=O)NC(C)c1ccccc1 (stereo not given)
  -1.3	-2.2	0.3	-5.3	14.4	-3.4	100.0	nt	-0.6	-4.4
COC(=O)c1ccccc1NC(=O)C/C(C)=N/NC(=O)CC#N
  8.1	0.1	-0.6	0.9	9.0	-3.4	96.5	7.7	-2.2	-0.9
Cc1ccc(NC(=O)CNC(=O)c2cccc(C)c2)nc1
  -3.1	0.1	1.1	-0.8	22.7	1.1	102.4	0.4	0.3	-5.5
CC1(C)N=C(N)NC(Nc2cccc(Br)c2)=N1
  6.8	7.1	1.9	-2.5	-6.2	-0.8	101.9	1.2	-0.5	-2.4
O=Cc1ccc(OCc2ccc3ccccc3c2)cc1
  -2.6	-5.5	-6.0	-1.1	-6.5	-4.5	111.5	-4.3	-0.6	2.8
CC(=O)Nc1ccc(S(=O)(=O)Oc2cccc(N3C(=O)C4CCCCC4C3=O)c2)cc1 (stereo not given)
  -4.0	-1.2	0.6	-1.6	0.8	1.5	94.7	-77.7	-0.4	-0.9
CCC1CN(C(=O)N2CCC(C(=O)NCc3ccco3)CC2)c2cc(C)ccc2O1 (stereo not given)
  0.2	3.0	1.7	-0.9	-9.1	-2.3	96.3	1.1	1.0	1.7
